High-throughput results as filed in PubChem BioAssay.
Coupling enz = qHTS Assay for Inhibitors of Fructose-1,6-bisphosphate Aldolase from Giardia Lamblia: Coupling assay counterscreen | coupling enzyme system counterscreen, AmpLite Red fluorescence | activity change, negative = inhibition, % at 58.2 µM, hits read low | 290,000 compounds, 0.67% hits; in the data active = activity change below about -30%; note: % is set by controls: 0 for no effect and ±100 for the full control effect
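Compounds tested against the coupling enzymes alone at 57.5 uM final; readout was AmpLite Red fluorescence (525/598 nm) after 20 min at RT.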
GALK inhibitor = qHTS Assay for Inhibitors of Human Galactokinase (GALK) | Potency, µM (highest dose often 57.5 µM), inactives show at the highest dose activity change, negative = inhibition, most hits filed as inhibitors | 270,000 compounds, 0.007% hits | Purified GALK, Kinase-Glo residual ATP luminescence | P51570 | AID 1868, 2009; note: potency is the fitted concentration of half-maximal effect; % is set by controls: 0 for no effect and ±100 for the full control effect
Target sequence (P51570 whole entry, looked up): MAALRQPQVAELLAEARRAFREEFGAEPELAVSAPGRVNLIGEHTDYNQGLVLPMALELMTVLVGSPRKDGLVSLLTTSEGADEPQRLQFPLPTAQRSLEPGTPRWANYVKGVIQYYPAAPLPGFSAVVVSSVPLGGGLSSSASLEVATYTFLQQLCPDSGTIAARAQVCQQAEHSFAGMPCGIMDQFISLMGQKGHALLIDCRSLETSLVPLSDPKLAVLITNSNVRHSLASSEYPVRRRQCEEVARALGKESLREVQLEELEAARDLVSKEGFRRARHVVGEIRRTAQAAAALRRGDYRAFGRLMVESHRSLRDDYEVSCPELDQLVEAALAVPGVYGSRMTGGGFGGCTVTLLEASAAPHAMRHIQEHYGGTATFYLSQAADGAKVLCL
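Human GALK (5 nM) with 35 uM ATP and 100 uM galactose in 20 mM HEPES pH 8.0, 5 mM MgCl2, 60 mM NaCl, 1 mM DTT, 0.01% BSA. After 1 h at room temperature, leftover ATP was read by Kinase-Glo Plus luminescence.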
TSHR antagonist = Antagonists of the Thyroid Stimulating Hormone Receptor: HTS campaign. 330,000 compounds, 0.2% hits. Thyrotropin receptor (Homo sapiens), P16473. activity change, negative = inhibition, % at 11.5 µM. TSHR-expressing cells, TSH-stimulated cAMP HTRF, 2 h; stronger effect = lower value;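 active = activity change below a set negative limit, meaning inhibition stronger than a set level, cut at about -70% in these data; inconclusive = activity change between two set negative limits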; note: % is set by controls: 0 for no effect and ±100 for the full control effect
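Competitive HTRF cAMP read-out (cryptate anti-cAMP antibody, cAMP-d2; 30 min, room temperature) in freshly harvested TSHR cells. Compounds added before TSH at EC80 (4nM final), followed by 2 hours' incubation at 37 deg C.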
Tb PFK inh = qHTS Assay to Find Inhibitors of T. brucei phosphofructokinase; Potency, µM (doses to about 57.5 µM), for inactives: at the top dose activity, negative = inhibition, usual class: inhibitors; T. brucei PFK, ADP-Glo luminescence; ATP-dependent 6-phosphofructokinase (Trypanosoma brucei brucei), O15648; AID 485367, 2010; 330,000 compounds, 0.17% hits;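 note: potency is the fitted concentration of half-maximal effect; 0% = uninhibited 1x PFK enzyme wells and -100% = no-enzyme wells; nearly all actives have a fitted effect of over 60% in size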
Target sequence (O15648 whole entry, looked up): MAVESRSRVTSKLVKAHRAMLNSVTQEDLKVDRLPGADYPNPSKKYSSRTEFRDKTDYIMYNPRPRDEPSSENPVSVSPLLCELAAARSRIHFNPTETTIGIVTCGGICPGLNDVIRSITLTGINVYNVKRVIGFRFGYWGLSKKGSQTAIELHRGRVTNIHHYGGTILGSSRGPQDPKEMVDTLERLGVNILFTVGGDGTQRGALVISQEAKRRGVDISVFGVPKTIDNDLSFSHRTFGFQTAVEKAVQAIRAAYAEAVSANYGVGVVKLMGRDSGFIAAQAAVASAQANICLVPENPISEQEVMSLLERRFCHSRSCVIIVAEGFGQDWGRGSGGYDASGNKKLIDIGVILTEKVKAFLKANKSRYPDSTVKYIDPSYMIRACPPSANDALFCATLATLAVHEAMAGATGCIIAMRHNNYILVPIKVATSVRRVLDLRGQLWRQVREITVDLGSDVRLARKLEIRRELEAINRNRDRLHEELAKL
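ADP-Glo luminescence quantified ADP after 45 min at room temperature, with 1.25 nM T. brucei PFK, 0.1 mM ATP and 0.5 mM fructose-6-phosphate in pH 8.0 TEA buffer. qHTS titrations up to 57 µM; curves classified by quality.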
TCR activator = Activators of T cell receptors: qHTS campaign | 330,000 tested, under 10 active | Potency, µM (doses to about 9.22 µM), inactives show at the top dose activation of IL-2 secretion, actives largely listed as activators | primary human leukocytes, anti-CD3, IL-2 HTRF, 48 h; note: % of control where 0% means no effect
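48 hr co-incubation of compounds, a-CD3 beads and primary human leukocytes; IL-2 quantified homogeneously by HTRF with anti-IL-2 K and d2 conjugates.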
Chronic BCR inh = qHTS Assay to Find Inhibitors of Chronic Active B-Cell Receptor Signaling. ABC-DLBCL IkBa-CBG/CBR reporter, luminescence ratio, 4 h. Potency, µM (titrated, usually from 46.1 µM), for the others: top-dose ratio change, negative = lower green/red ratio, actives largely listed as inhibitors. 340,000 compounds, 0.05% hits; active = well fitted inhibition curve with a large enough effect in the signal ratio, with a control signal flat, not every such curve was filed as active; inconclusive = small, poorly fitted or top-dose-only effect, or effect the other way, or a change in a side signal; the % refers to the signal ratio;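 note: potency is the fitted concentration of half-maximal effect; plate controls were basal doxycycline-induced cells for no effect and cells given 10 µM MG132 for full effect; MG132 reads +100%, hits lower the ratio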
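TMD8 human ABC-DLBCL cells with doxycycline-inducible IκBα–green luciferase fusion and unfused red luciferase, in 0.5% FBS medium; compounds up to 46 uM, 4 h at 37C. Green/red luminescence ratio, filter-overlap corrected, fitted to concentration-response curves.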
Giardia kill = Small Molecules that selectively kill Giardia lamblia: qHTS; Giardia lamblia trophozoite viability; activity change, % at 7.66 µM, hits read low; 340,000 compounds, 0.15% hits; AID 540267, 2011; in the data active = activity change below about -80%; inconclusive = between about -30% and that limit;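 note: parasites exposed to compound for two days anaerobically before the ATP read; % is set by controls: 0 for no effect and ±100 for the full control effect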
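Compounds were tested on trophozoites seeded at 100 cells/well and held 48 hrs at 37 deg C anaerobically. An ATP-based luminescent kit measured the remaining live cells.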
MLL CXXC-DNA inh = qHTS Fluorescence Polarization Assay for Inhibitors of MLL CXXC domain - DNA interaction; Histone-lysine N-methyltransferase 2A (Homo sapiens), Q03164; MLL-CXXC / FITC-HOXA9 DNA fluorescence polarization; Potency, µM (doses to about 115 µM), inactives show at the highest dose activity change, negative = inhibition, most hits filed as inhibitors; 290,000 compounds, 0.037% hits; AID 2662, 2010; active = well fitted inhibition curve with a large enough effect in the polarisation, with a control signal flat, not every such curve was filed as active; inconclusive = small, poorly fitted or top-dose-only effect, or effect the other way, or a change in a side signal; inactive = no such curve, though single readings can be large or run the other way; the % refers to the polarisation; note: potency is the fitted concentration of half-maximal effect
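Steps: dispense CXXC domain solution (7 uM) → pin compounds or unlabeled HOX-A9 DNA control → 5 min ambient → add FLSN-HOX-A9 solution (50 nM) → spin → 30 min ambient → fluorescence polarization. Tris pH 7.5/NaCl/DTT/BSA buffer.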
hERG WT inh = qHTS for Inhibitors of KCHN2 3.1: Wildtype qHTS; Voltage-gated inwardly rectifying potassium channel KCNH2 (Homo sapiens), Q12809; U2OS, BacMam KCNH2, thallium flux FluxOr; stronger effect = lower value; activity change, % at 1.84 µM; 340,000 compounds, 0.37% hits;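 active = maximum activity change below -70%; inconclusive = maximum activity change between -70% and -50%; inactive = maximum activity change above -50%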; note: % is set by controls: 0 for no effect and ±100 for the full control effect
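U2OS cells transduced with wild-type KCNH2 virus are loaded with FluxOr dye for 45 min, and thallium flux is measured in kinetic reads before and after stimulation buffer. Rate constants are normalized to DMSO controls.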
A-T KAP1 phos = qHTS Assay for Identifying a Potential Treatment of Ataxia-Telangiectasia; […] A-T fibroblasts, KAP-1 phosphorylation AlphaLISA; neocarzinostatin DNA damage 30 min before lysis; Potency, µM (doses to about 57.5 µM), for the others: at the top dose activation, usual class: activators; 320,000 compounds, 0.19% hits; note: potency is the fitted concentration of half-maximal effect; % of control where 0% means no effect; nearly all actives have a fitted effect of over 45% in size
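hTERT-immortalized A-T patient fibroblasts ([…]), 500 cells/well in OPTI-MEM, 1% FBS, got compounds for 60 min, then NCS for 30 min at 37C. Lysates were then assayed for phospho-KAP-1 by AlphaLISA (anti-pKAP1 donor, anti-KAP1 acceptor beads), 6 hr at 25C.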
Active calls of the source: *; u = inconclusive; x = not tested or not shown; & = joins results of further samples; [ ] = dose if it differs, or a comment. Unless noted, calls come from the whole dose curve; as a rule, active = well fitted curve in the direction sought with a large enough effect; inconclusive = small, poorly fitted or top-dose-only effect, or another doubt; inactive = no such curve, though single readings can be large; an effect the other way counts as inactive or inconclusive. The list is partial, so the mix of outcomes need not match the whole.

nr	molecule	Coupling enz	GALK inhibitor	TSHR antagonist	Tb PFK inh	TCR activator	Chronic BCR inh	Giardia kill	MLL CXXC-DNA inh	hERG WT inh	A-T KAP1 phos
1	CCC(=NCCCN(CC)CC)c1c(O)n(-c2ccccc2)c(=O)[nH]c1=O	1	1%	-5	-2%	-1%	-1%	8	0%	1	6%
2	Cc1nnc2ccc(-c3cccc(C(F)(F)F)c3)nn12	2	x	x	x	-6%	x	u	x	-10	x
3	CCOC(=O)N(CC)c1ccc(C(O)(C(=O)OCC)C(F)(F)F)cc1 (configuration not stated)	0	-2%	-12	-2%	3%	u	2	-4%	-1	6%
4	O=[N+]([O-])c1ccc(C[n+]2c(-c3ccccc3)cc(-c3ccccc3)cc2-c2ccccc2)cc1	x	x	5	9%	-4%	-8%	1	x	9	8%
5	Cc1ccc(-n2cc(CNC(C)Cc3cnccn3)c(-c3cccc(C)c3)n2)cc1 (configuration not stated)	1	0%	22	1%	x	u	13	-3%	25	15%
6	Cc1ccc(N2C(=O)CC(=O)NC2=O)cc1Cl	5	3%	-6	-1%	12%	5%	11	-1%	6	-9%
7	COc1ccc2c(c1OC)C[N+]1([O-])CCc3cc4c(cc3C1C2)OCO4 (configuration not stated)	-1	-2%	3	-1%	5%	8%	u	u	1	6%
8	O=P1(NCCCn2cc[n+](Cc3nc4ccccc4[nH]3)c2)C=C(c2ccccc2)OC(c2ccccc2)=C1	-1	0%	4	4%	-1%	-1%	4	13%	4	12%
9	CCC(NC(=O)OC(C)(C)C)C(=O)Oc1cc(C)cc2oc(=O)c3c(c12)CCC3 (configuration not stated)	3	-1%	2	5%	-8%	-9%	4	1%	-1	-3%
10	CCOc1ccc(NC(=O)c2c(C)nn(Cc3ccccc3)c2Cl)cc1	-1	1%	-10	2%	-8%[46.1 µM]	5%	-8	8%	0	-2%
11	COc1ccccc1C(=O)C1CCCN(Cc2cnc(C)s2)C1 (configuration not stated)	-1	6%	-5	-5%	5%	4%	34[activator]	-23%	4	7%
12	O=C(O)Cn1cc(C=C2C(=O)NC(=O)NC2=O)c2ccccc21	-2	-5%	-4	3%	0%	u	6	u	2	-17%
13	Clc1ccccc1CNC1CN2CCC1CC2 (configuration not stated)	1	0%	21	1%	3%[46.1 µM]	-3%	15	-5%	-2	x
14	CN1CCN(c2ccc([N+](=O)[O-])c3no[n+]([O-])c23)CC1	-28	0%	-97*	-4%	0%	u	-27	u	-2	16µM*
15	NC(=O)c1ccsc1NC(=O)COC(=O)Cc1ccccc1	x	x	-17	u	x	u	-15	x	-4	0%
16	COc1ccccc1CCNC1CCCC(C)C1 (configuration not stated)	0	x	-4	2%	-23%[46.1 µM]	0%	-17	2%	-10	5%
17	CC(C)CCCn1c(O)c(/C=C2/C=CC=N2)c(=O)[nH]c1=O	0	0%	-12	-4%	1%[46.1 µM]	u	2	12%	6	-5%
18	COc1cc(/C=N/NP(=S)(c2ccccc2)c2ccccc2)ccc1O	3	0%	-6	5%	-2%	u	0	17%	-19	5%
19	O=[N+]([O-])c1ccc(NCCCN2CCOCC2)c2ncccc12	-1	-1%	-4	2%	11%	2%	9	14%	-26	-3%[11.5 µM]
20	O=C1OC(=O)C2C3CCC(O3)C12 (configuration not stated)	2&0	x	-14&5	-8%	x	12%	x	-18%	x	-11%
21	CC(=O)O[C@@H]1CC[C@]2(C)C3CC[C@]4(C)C(=O)[C@H](O)CC4C3[C@@H](OC(C)=O)C[C@H]2C1 (some centres not stated)	x	x	-2	5%	-5%	-2%	0	x	0	-4%
22	CN(C)c1ccc(/C=C/C=C/c2sc3ccccc3[n+]2C)cc1	-1	-1%	-13	2%	18%	u	-3	-21%	-10	3%
23	CNC(=O)Oc1cccc2c1OC(C)(C)O2	2	x	x	x	-2%	x	-25	x	2	x
24	CNC(=S)N/N=C1\C2CN3CCN(C2)CC1(c1ccccc1)C3	1	3%	11	-4%	1%[46.1 µM]	0%	-21	-5%	-1	-14%
25	CC1CN=C(Nc2cccc3ccccc23)S1 (configuration not stated)	-1	5%	-3	0%	0%	-26%	28	7%	-15	-1%
26	COc1cccc(C2(C#N)CCN(C)CC2)c1	2	0%	-2	0%	-5%	11%	-1	18%	3	-2%
27	CCOc1ccc(-c2cc(C)[n+](CCO)c(-c3ccc(OCC)cc3)c2)cc1	4	-1%	3	0%	-8%	u	0	4%	1	1%
28	CN1CCN(C(=O)COc2ccc(S(=O)(=O)NC3CCCCC3)cc2Cl)CC1	x	-2%	-2	1%	11%	-2%	35[activator]	0%	9	5%
29	N/C(=N\OC(=O)c1ccc2c(c1)OCO2)c1cccnc1	3	8%	11	-1%	-12%	u	-1	-5%	-10	0%[11.5 µM]
30	CN1CCN(c2ccc(Cl)cc2N)CC1	6	2%	3	-5%	4%	-2%	-9	-1%	-5	-4%[11.5 µM]
31	CC(=Nc1ccccc1N)c1c(O)n(C)c(=O)[nH]c1=O	-5	8%	13	-4%	x	u	4	-1%	5	0%
32	c1ccc(CC2CCCCN2)cc1 (configuration not stated)	1	-2%	-11	2%	-3%	-2%	-4	-17%	-18	-7%
33	COC(=O)C1=C(c2ccc(F)cc2OCc2ccccc2)C[C@@H]2CC[C@H]1N2C(=O)N1CCCC1	x	x	1	3%	-3%	-1%	6	x	-7	17%
34	C[C@]12CC[C@H]3C(CCC4(O)CC(O)CC[C@]34C=O)C1=CC[C@H]2c1ccc(=O)oc1 (some centres not stated)	0	2%	u	0%	9%	13%	-14	-7%	5	9%
35	CCOc1ccccc1Oc1coc2cc(OC(=O)N(C)C)ccc2c1=O	8	2%	-3	-2%	5%	0%	-5	6%	-3	-5%
36	Cc1cccc(C(=O)Nc2ccc(Cl)cc2C(=O)c2ccccc2)c1	4	3%	3	3%	x	u	-5	-14%	-3	-2%
37	CCOC(=O)C1CCN(/C=C2/C(=O)NC(=O)N(c3cccc(C)c3C)C2=O)CC1	8	1%	25	-1%	8%	4%	-4	1%	-7	-2%
38	COc1ccc(CCN)cc1O	x	x	x	x	9%	x	-21	9%	5	x
39	COc1ccc(C(C)=O)cc1CC(C(=O)c1ccc(F)cc1)N(C)C (configuration not stated)	4	-3%	-4	2%	-3%[46.1 µM]	-17%	-13	-24%	-4	-13%
40	CCOP(=S)(OCC)c1ccc(N(C)C)cc1	3	-4%	-5	0%	5%	0%	2	-3%	0	14%
41	CC(C)c1ccc(NC(=O)CSc2nnc(OC(=O)N(C)C)n2C2CC2)cc1	x	5%	1	-4%	3%	u	3	4%	8	1%
42	O=c1[nH]c(=O)n(-c2ccccc2)c(O)c1/C=C1/C(c2ccccc2)=Nc2ccccc21	3	-7%	-7	-13%	1%[46.1 µM]	u	-12	u	-3	5%
43	CC(=O)O[C@H]1[C@H]2O[C@]23[C@@H]2CC[C@]4(O)C[C@@H](O)CC[C@]4(C)C2CC[C@]3(C)[C@H]1c1ccc(=O)oc1 (some centres not stated)	x	x	-79*	9%	3%	u	-14	x	-11	11%
44	CCCCC(=O)N/N=C/c1c(O)n(-c2ccccc2)c(=O)[nH]c1=O	-2	-1%	-8	1%	-6%	-2%	16	16%	-8	3%
45	Cn1cccc1/C=C1/C(=O)NC(=O)N(C(C)(C)C)C1=O	3	-1%	0	1%	4%	5%	-4	-17%	-2	-19%
46	CCN1CCN(c2ccc(NC(=O)C(C)C)cc2Cl)CC1	0	-1%	45	0%	2%	1%	-3	16%	1	-7%
47	Cc1c(C(c2ccc(Cl)cc2Cl)c2c(O)c3ccccc3oc2=O)c(=O)n(-c2ccccc2)n1C (configuration not stated)	10	-1%	-9	-12%	1%	11%	-9	7%	-3	0%
48	CCCCC(CC)COC(=O)c1ccccc1C(=O)OCC(CC)CCCC (configuration not stated)	x	x	6	-7%	-2%	1%	1	x	-3	8%
49	CCc1c(C)nc(N)nc1N1N=C1SCCOc1ccccc1	0	3%	15	-12%	1%	u	1	-2%	-15	3%
50	C/C(=N\N1CCN(C)CC1)c1c(O)n(Cc2ccccc2)c(=O)[nH]c1=O	7	-1%	8	-3%	-2%[46.1 µM]	7%	-14	15%	0	-2%
